Compound activity deposited in PubChem by several laboratories.
KCNQ2 inh = KCNQ2 channel blockers in CHO-K1 cells – cell-based, FluxOR thallium flux, B-score, primary screen (AID 2156); O88943; 20 min; hits give low values; B-score at 10 µM; 310,000 tested, 1.1% active;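 active = fluorescence ratio B-score at most minus 3 library SDs, with starting brightness B-score within 2 library SDs, cut at about -5.5 in these data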
STK33 inh = inhibitors of human STK33 kinase. AID 2661. inhibition, % at 10 µM. Q9BYT3. 320,000 tested, 0.073% active. purified STK33, MBP phosphorylation, ADP-Glo luminescence;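 active = inhibition at or above 25%, using the most active replicate where run in duplicate; inactive = inhibition below 25%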
Target sequence (Q9BYT3 whole entry, looked up): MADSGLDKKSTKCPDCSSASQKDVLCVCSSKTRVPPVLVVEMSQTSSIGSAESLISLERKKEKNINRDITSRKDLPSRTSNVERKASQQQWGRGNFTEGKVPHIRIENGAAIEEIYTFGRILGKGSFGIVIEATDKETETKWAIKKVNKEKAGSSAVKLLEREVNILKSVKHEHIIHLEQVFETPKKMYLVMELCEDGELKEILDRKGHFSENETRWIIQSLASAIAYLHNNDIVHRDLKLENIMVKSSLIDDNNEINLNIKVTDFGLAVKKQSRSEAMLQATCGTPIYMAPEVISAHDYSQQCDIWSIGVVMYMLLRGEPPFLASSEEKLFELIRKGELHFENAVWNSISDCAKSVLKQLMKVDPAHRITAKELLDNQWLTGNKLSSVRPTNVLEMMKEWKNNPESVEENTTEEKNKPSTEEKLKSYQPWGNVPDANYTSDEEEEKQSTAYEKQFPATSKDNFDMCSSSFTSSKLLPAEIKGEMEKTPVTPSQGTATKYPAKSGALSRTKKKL
Kir21 block = blocks the mouse Kir2.1 inward-rectifier potassium channel | P35561 | B-score at 10 µM | HEK293-Kir2.1, FluxOR thallium flux fluorescence; hits give low values | 310,000 tested, 0.85% active | AID 1672;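 active = fluorescence ratio B-score at or below minus 3 SD of library scores, with starting-brightness B-score within 2 SD, cut at about -4.2 in these data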;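 also: channel flux triggered by added potassium and thallium sulfate stimulus; B-score of peak minus minimum fluorescence over baseline after thallium stimulus; more negative B-score means stronger Kir2.1 block with less thallium influx; some compounds called inactive have numbers as strong as hits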
Target sequence (P35561 whole entry, looked up): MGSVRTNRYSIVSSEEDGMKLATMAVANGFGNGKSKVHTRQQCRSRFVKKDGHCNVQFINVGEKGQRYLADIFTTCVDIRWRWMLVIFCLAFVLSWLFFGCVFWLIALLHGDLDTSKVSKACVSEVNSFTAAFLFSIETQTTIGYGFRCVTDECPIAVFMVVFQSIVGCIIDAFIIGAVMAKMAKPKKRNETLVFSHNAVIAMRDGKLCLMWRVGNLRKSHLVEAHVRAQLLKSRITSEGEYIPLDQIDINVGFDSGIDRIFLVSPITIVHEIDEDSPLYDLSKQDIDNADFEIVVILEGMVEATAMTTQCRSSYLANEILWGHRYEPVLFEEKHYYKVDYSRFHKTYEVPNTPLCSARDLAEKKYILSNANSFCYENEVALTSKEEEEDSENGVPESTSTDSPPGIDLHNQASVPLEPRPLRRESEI
* hit, by the source's call; i = inactive; . = not tested or not shown.

SMILES	KCNQ2 inh	STK33 inh	Kir21 block
CC1CCN(S(=O)(=O)c2ccc(S(=O)(=O)NCc3cccnc3)cc2)CC1	i	-0.7	-0.94
CSc1nc2ccc(NC(=O)CSc3nnc(N)s3)cc2s1	i	-0.9	0.63
Oc1c(C=Nc2ccccc2Cl)[nH]c2ccccc12	i	-1.5	-4.3
CCCCC(CC)C(=O)NCc1ccccc1OC (stereo not given)	i	-2.3	-0.15
COc1ccccc1NC(=O)c1ccc(NC(=O)C2COc3ccccc3O2)cc1 (stereo not given)	i	-0.4	-0.03
COc1c(Cl)ccc(Cl)c1C(=O)OCC(=O)O	i	-0.5	0.96
O=C(O)c1cccc(N/N=C/c2cccs2)c1	i	-1.5	-0.18
N#Cc1c(-c2ccccc2)nc(SCc2cccc(C(F)(F)F)c2)[nH]c1=O	i	-0.8	1.9
Cc1cc(C)nc(NS(=O)(=O)c2ccc(NS(=O)(=O)c3ccc(C#N)cc3)cc2)n1	i	-0.3	0.52
CN(Cc1ccccc1Cl)C(=O)C1CCC(=O)N(CCc2cccc(F)c2)C1 (stereo not given)	i	-1.2	-1.7
COP(=O)(OC)c1nc(-c2cccc3ccccc23)oc1NCc1ccccc1	i	-0.9	-0.01
CCCc1cc(=O)[nH]c(SCC(=O)Nc2nc(-c3ccccc3)cs2)n1	i	0.5	1.7
Cc1ccc(C2=[N+]([O-])C3(CCCCC/C3=N\NC(N)=O)N(O)C2(C)C)o1 (stereo not given)	i	-0.3	-0.59
COc1ccc(S(=O)(=O)Nc2cc(C)on2)cc1	i	-1.6	-1.4
Cc1ccc(SCC(=O)Nc2ccccc2C(=O)O)cc1	i	-0.9	0.84
Cc1sc2ncnc(SCC(=O)N3CCCC(C(F)(F)F)C3)c2c1C (stereo not given)	i	-0.8	2.1
CC(=O)N1N=C(C)CC1c1ccc(O)cc1 (stereo not given)	i	-0.3	0.48
O=C(CCn1c(=O)sc2ccccc21)NCc1ccc2c(c1)OCO2	i	-0.7	-0.12
COc1cc(/C=N/NC(N)=O)cc(Br)c1OCc1ccccc1C	i	-2.0	-1.2
Cc1ccc(C2(C)NC(=O)N(Cc3c(C)noc3C)C2=O)cc1 (stereo not given)	i	-0.4	-1.4
O=C1N=C(N2CCOCC2)SC1=C1CCCCC1	i	-1.5	-0.18
CN1CCN(Cc2cn(C)nc2-c2ccccc2F)CC1c1ccccc1 (stereo not given)	i	0.5	-1.1
CCOc1ccccc1C(=O)Nc1ccccc1-c1ccccc1	i	-0.9	-1.8
O=C(NNC(=S)Nc1ccccc1)c1cc(Br)ccc1Cl	i	-2.7	-0.71
O=C(N/N=C/c1c[nH]c2ccccc12)c1sc2ccccc2c1Cl	i	-1.5	-0.03
Clc1ccc(-c2cc(-c3ccccn3)on2)c(Cl)c1	i	2.0	0.99
Cc1csc(N/N=C/c2ccc(O)c([N+](=O)[O-])c2)n1	i	1.2	0.3
COc1ccc(NC(=O)C2CCCN(c3cc(C)nc4ncnn34)C2)cc1 (stereo not given)	i	1.2	0.93
CC1=C(C(N)=O)C(c2cccnc2)n2nc(-c3cccc(Cl)c3)nc2N1 (stereo not given)	i	0.6	1.4
CS/C(=N\S(=O)(=O)c1cccs1)Nc1cccc(Cl)c1C	i	0.1	-2.2
CC(C)CC(OC(=O)c1cccs1)C(=O)NCC1CCCO1 (stereo not given)	i	0.7	-1.9
CC1CN(CCCCOc2ccc(C(C)C)cc2)CC(C)O1 (stereo not given)	i	-0.6	-0.27
CC1(C)CC(=O)C2=C(C1)N(C1CCCCC1)C(=O)C2(O)C(F)(F)F (stereo not given)	i	0.4	0.01
C/C(=C\c1cc(C(=O)O)c(C)o1)CO	i	-0.5	0.44
CC(=O)NCc1ccc(S(=O)(=O)N2CCCN(C)CC2)cc1	i	1.0	-0.15
Cc1ccc(NC(=O)C2CCN(C(=O)NC3CCCCC3)CC2)cc1	i	-1.1	-0.42
CSc1nc(C)nc(C2CC2)c1C#N	i	-0.6	-1.5
N#CCC(=O)N/N=C/c1ccc(SCC(=O)Nc2ccccc2)o1	i	-1.1	-2
CC1=CCC2C(=O)N(c3cccc(C(=O)N(C)C4CCCCC4)c3)C(=O)C2C1 (stereo not given)	i	-1.9	-0.95
O=C(/C=C/c1ccco1)NCc1ccco1	i	0.1	-0.13
COc1ccc(S(=O)(=O)N2CCC3(CC2)OCCN3S(=O)(=O)c2ccc(OC)cc2)cc1	i	-0.9	-0.92
O=C(Nc1ccc(C2CCCCC2)cc1)C1CCN(c2ncccn2)CC1	i	-0.5	0.35
CN(C)C(=O)Cn1cnc2c(cnn2-c2ccc(F)cc2)c1=O	i	0.7	1.7
CCN(CC)CCn1c(=N)n(CC(=O)c2ccc(Br)s2)c2ccccc21	i	-1.7	-3.1
COc1ccc([C@@H]2[C@@H]3C(=O)N(C(C)(C)C)C(=O)[C@@H]3[C@]3(CC(C)C)C(=O)N(c4ccccc4)C(=O)N23)cc1	i	-0.3	-1.8
Cc1cnc(NC(=O)Cc2ccccc2Cl)s1	i	-0.7	0.56
CCCCn1nc(NC(=O)CC)c2cc3cc(OC)ccc3nc21	i	-0.4	0.58
Cc1c(C(=O)NNS(=O)(=O)c2ccccc2)sc(=S)n1C	i	-0.6	-0.69
COc1ccc(C(=O)O)cc1S(=O)(=O)Nc1ccc(C)cc1	i	-2.2	-0.06
COc1ccccc1-n1nnnc1SCC(=O)N1CCCC1=O	i	-2.6	0.05
O=C(O)CSc1ncnc2sc3c(c12)CCC3	i	7.6	0.6
CCCCNCCCOc1cc(Cl)ccc1Cl	i	-1.1	-2.2
O=Cc1c(-c2ccc(F)cc2)nc2ccccn12	i	-1.3	-0.15
O=C(CN1C(=O)c2ccc([N+](=O)[O-])cc2C1=O)Nc1cc(S(=O)(=O)N2CCOCC2)ccc1Cl	i	-0.3	0.08
OCCN1CCN(CC(O)COc2ccc(-c3ccccc3)cc2)CC1 (stereo not given)	i	1.8	-1.3
O=C(CN1C(=O)COc2ccc(Cl)cc21)NC1CC1	i	-0.2	-0.01
O=C(COC(=O)c1ccc2c(c1)C(=O)N(Cc1ccncc1)C2=O)Nc1cccc2ccccc12	i	-1.5	1.8
CC(NC(=O)c1cccnc1)C(c1cccs1)N1CCN(c2ccccc2F)CC1 (stereo not given)	i	-0.5	1.7
CC1(C)CC(=O)C(C=Nc2ccc(O)c(N=CC3=C(O)CC(C)(C)CC3=O)c2)=C(O)C1	i	-0.4	-0.07
O=C(CSCc1ccc(Cl)cc1Cl)Nc1ccc(O)cc1C(=O)O	i	0.7	-0.35
Additional structures follow.
SMILES	KCNQ2 inh	STK33 inh	Kir21 block
Cc1cccc(CN(CC(=O)N/N=C/c2ccco2)S(=O)(=O)c2ccc(Cl)cc2)c1	i	-1.4	2
Cc1cccc(Nc2ncnc3ccc(Br)cc23)c1	i	4.4	0.53
CCOC(=O)C1=C(C)Nc2ncnn2C1c1cccnc1 (stereo not given)	i	-2.5	0.03
O=C(O)CN1C(=O)C(=O)N(Cc2ccc(Cl)c(Cl)c2)C1=O	i	-0.6	-1.3
COCC(=O)Nc1ccc2c(c1)OCC(=O)N2Cc1ccccc1F	i	-0.9	2.5
O=C1/C(=C/c2cccs2)SC(=S)N1CC(=O)N1CCCCC1CCO (stereo not given)	i	2.0	0.56
Cc1cccc(Nc2nc(N)nc(CCl)n2)c1C	i	-0.2	2
O=C(CN1CCN(Cc2ccc3c(c2)OCO3)CC1)Nc1cc(S(=O)(=O)N2CCCC2)ccc1Cl	i	-1.5	-0.68
COc1ccc(CCNC(=O)c2sc3cc(C)ccc3c2Cl)cc1	i	-0.5	-0.26
Cc1cc(-c2nc3c4c5c(sc4[nH]c(=O)n3n2)CCC5)c(C)o1	i	2.0	0.02
C/C(=N\NC(N)=O)c1cccc(Cl)c1	i	0.4	-0.72
Cc1ccc([N+](=O)[O-])cc1NC(=S)NC(=O)CC(C)(C)C	i	-0.8	-0.64
O=S(=O)(c1cc(Cl)ccc1Cl)N1CCN2CCCC2C1 (stereo not given)	i	-1.6	-2.3
O=c1[nH]c2ccccc2nc1NCCN1CCOCC1	i	-0.7	-0.08
O=C(Cn1cc([N+](=O)[O-])cn1)N1CCc2ccccc2C1	i	-0.6	0.04

Another view of some results above.
mol | KCNQ2 inh | STK33 inh | Kir21 block
Cc1cccc(Nc2ncnc3ccc(Br)cc23)c1 | i | 4.4 | 0.53
CCOC(=O)C1=C(C)Nc2ncnn2C1c1cccnc1 (stereo not given) | i | -2.5 | 0.03

Single records (already shown). Screens in order: KCNQ2 inh	STK33 inh	Kir21 block
O=C1/C(=C/c2cccs2)SC(=S)N1CC(=O)N1CCCCC1CCO (stereo not given) is listed with i	2.0	0.56
COCC(=O)Nc1ccc2c(c1)OCC(=O)N2Cc1ccccc1F is listed with i	-0.9	2.5

Additional entries.
SMILES	KCNQ2 inh	STK33 inh	Kir21 block
CSc1sc(-c2ccnc(=S)[nH]2)c(-c2ccccc2)c1C#N	i	-1.8	-0.09
COCCN1C(=O)c2cc(C(=O)Nc3cccc(F)c3)ccc2C1Nc1cccc(F)c1 (stereo not given)	i	-1.4	-1.9
O=C(Nc1ccc2c(c1)OCCO2)C1CCCN(S(=O)(=O)c2cnc[nH]2)C1 (stereo not given)	i	.	0.08
CCN(C(=S)Nc1cccc(C)c1)c1ccccc1	i	-0.4	0.16
O=C(NCc1cccs1)C1CC(c2ccc(Cl)cc2)=NO1 (stereo not given)	i	-1.9	-0.03
Cc1ccc(-c2csc(NC(=O)CN3C(=O)CCC3=O)n2)cc1	i	-0.6	0.77
O=C(c1ccccn1)c1ccc2ccccc2n1	i	-1.9	-0.57
Cc1nn(C)c(C(=O)NNC(=S)Nc2ccc(F)cc2)c1[N+](=O)[O-]	i	-0.3	0.74
CCN(CC)S(=O)(=O)c1ccc(-c2nnc(SCc3nnc(-c4ccc(C)cc4)o3)o2)cc1	i	-0.4	2.5
CCOC(=O)C1=C(C)NC(=O)NC1c1cccc(OC)c1OCc1ccccc1Cl (stereo not given)	i	0.0	0.44
CN(C)c1ccccc1C(=O)N1CCC(n2nccc2NC(=O)C2CC2)CC1	i	-1.4	0.92
CC(=O)N1CCC(C(=O)Nc2ccc3c(c2)CCC3)CC1	i	-2.1	0.01
COc1ccc(C(=O)c2nccc3ccccc23)cc1	i	0.1	-0.2
CC(C)C(C(=O)Nc1ccccc1F)N1C(=O)c2ccccc2C1=O (stereo not given)	i	-1.8	0.76
Cc1ccc2oc(=O)cc(CN3CC(C)OC(C)C3)c2c1 (stereo not given)	i	0.9	0.65

Reprinted at random: six records from the list, in no set order.
SMILES	KCNQ2 inh	STK33 inh	Kir21 block
Cc1nn(C)c(C(=O)NNC(=S)Nc2ccc(F)cc2)c1[N+](=O)[O-]	i	-0.3	0.74
COCCN1C(=O)c2cc(C(=O)Nc3cccc(F)c3)ccc2C1Nc1cccc(F)c1 (stereo not given)	i	-1.4	-1.9
CCOC(=O)C1=C(C)NC(=O)NC1c1cccc(OC)c1OCc1ccccc1Cl (stereo not given)	i	0.0	0.44
CC(C)C(C(=O)Nc1ccccc1F)N1C(=O)c2ccccc2C1=O (stereo not given)	i	-1.8	0.76
COc1ccc(C(=O)c2nccc3ccccc23)cc1	i	0.1	-0.2
CN(C)c1ccccc1C(=O)N1CCC(n2nccc2NC(=O)C2CC2)CC1	i	-1.4	0.92

More results.
SMILES	KCNQ2 inh	STK33 inh	Kir21 block
CNC(=O)CN(c1cc(OCCOC)c(Cl)cc1Cl)S(=O)(=O)c1ccccc1	i	-0.8	-0.27
CCn1ncc(/C=N\NC(=O)c2ccc3c(c2)c(C)c(C)n3Cc2ccccc2)c1C	i	-2.5	-1.6
CC1CN(CCCSc2ccc(Cl)cc2)CC(C)O1 (stereo not given)	i	0.8	-0.02
CN(CC(=O)Nc1ccccc1Cl)C(=O)CSc1nncs1	i	0.4	0.95
c1ccc(CCNc2ccnc3cc4ccccc4cc23)cc1	i	.	-7.2*
COc1ccccc1/C=C(/C(=O)OCC(=O)NCc1ccccc1)c1ccccc1	i	-0.3	0.13
CC1CCCC(NC(=O)CCCn2c(=S)[nH]c3ccccc3c2=O)C1C (stereo not given)	i	0.2	0.66
CC(C)N=c1c([N+](=O)[O-])nn(C)n1O	i	-1.4	1.4
O=S(=O)(c1ccccc1)N1CCN(CC(O)COc2ccc3c(c2)CCC3)CC1 (stereo not given)	i	-0.9	-0.02
O=C(CS(=O)(=O)c1c[nH]c2ccccc12)N1CCCc2ccccc21	i	-0.9	-1.4
CCOc1ccc(NS(=O)(=O)c2cc(NC(=O)CCS(=O)(=O)c3ccc(C)cc3)ccc2OC)cc1	i	-0.6	-2.4
Cc1cc(C=O)c(C)n1-c1ccc(N2CCCCC2)c([N+](=O)[O-])c1	i	0.2	0.01
Cc1cc(C(=S)N2CCOCC2)c(C)n1-c1ccc(F)cc1	i	-1.5	-1.4
O=C(COC(=O)CNC(=O)c1ccc(Cl)cc1Cl)NC(=O)NC1CCCCC1	i	0.0	0.79
O=S(=O)(c1ccc(C2CCCCC2)cc1)N1CCN(c2ncccn2)CC1	i	-0.9	0.04
CCOC(=O)N1CCC(NS(=O)(=O)c2ccc(C)c(Cl)c2)CC1	i	-0.2	2.1
CCOc1ccccc1NC(=O)CSc1ccc(-c2sc(C)nc2C)nn1	i	-1.4	-1.1
Cc1cccc(-c2nc(C#N)c(NC3CCCCC3)o2)c1	i	0.2	0.53
Cc1cc([N+](=O)[O-])nn1Cc1ccc(C(=O)N/N=C/c2ccc(F)cc2)cc1	i	-0.1	0.73
Cc1ccc(C)c(OCCCCn2ccnc2)c1	i	-1.1	-1.8
COC(=O)CNc1cc(S(=O)(=O)N2CCCCC2)ccc1Oc1ccc(C(=O)OC)cc1	i	0.7	-0.77
